# Dynein transport = inhibitors of GR-EGFP nuclear translocation, primary screen, dynein cargo transport inhibitor project, imaging, high-content, 3617.4 mouse cells; test concentration mostly 20 µM; stimulated with dexamethasone, 1 µM; hits give low values; z-score, hits read low; actives 0.47% (n = 220,000); AID 1381, 2008;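 active means plate z-score of nuclear minus cytoplasmic receptor signal below a set negative limit, without overly bright fluorescence or cell loss, cut at about -3.5 in these data, passing the limit was not always enough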;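 further: z-score of nuclear minus cytoplasmic ring GR-EGFP intensity difference per well; some compounds called inactive have numbers as strong as hits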
#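 Buffer or medium: tet-free, stripped-serum medium; Also added: dexamethasone, 1.0 µM final; Technique: high-content fluorescence imaging after fixation; Times: 48 h induction, 1 h compound, 30 min dex at 37 °C; Read-out: per-cell GR-EGFP intensity, nucleus versus surrounding cytoplasmic ring, well-averaged.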
# MT stabilizer = microtubule stabilizers in HeLa cells, primary screen, imaging, high-content imaging. HeLa tubulin immunostaining HCS, 24 h; share of cells brighter than vehicle mean+2SD. % tubulin-high responders, % at 10 µM. actives 0.83% (n = 200,000). AID 2205, 2009;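 active means plate Z-score above 3 for both tubulin-high and condensed-nucleus cell shares, with cell loss under 80%, at 10 µM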;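 further: anti alpha tubulin signal scored within the nucleus-defined area of each cell; some results filed as inactive read as strong as hits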
# CSM14.1 death rescue = rescue of cells from ER stress-induced death, primary screen, 384-well, CSM14.1, thapsigargin, ATP luminescence (AID 1222); CSM14.1 thapsigargin-induced death rescue, ATP luminescence; higher % means a stronger effect; cellular ATP content (survival), % at 20 µM, or EC50 in µM where a hit was titrated; 190,000 tested, under 10 active;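 active means EC50 below 50 µM in the dose-response confirmation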;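 further: death triggered by thapsigargin at about 15 µM added after 2 h compound pretreatment; cell ATP read after overnight thapsigargin exposure of roughly 18 to 22 hours; normalized against plate controls of thapsigargin alone and 5% DMSO vehicle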
# Ins promoter up = insulin promoter activators in MIN6 cells, imaging, high-content screening, mouse beta cells. actives 0.3% (n = 190,000). MIN6 insulin promoter-GFP reporter; hits give high values. z-score at 5 µM;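 active means z-score above 3 at 5 µM with at least 500 cells counted in the well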
# bCat nuc transl = modulators of beta-catenin nuclear translocation, primary screen, imaging, HeLa cells, immunofluorescence, high-content. AID 1665, 2009. actives 0.3% (n = 190,000). nuclear translocation activity, % at 5 µM;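 active means nuclear translocation activity above 50% at 5 µM, with a well cell count of 50 or more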;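 further: per-cell ratio of nuclear to cytoplasmic median beta-catenin stain intensity; plate controls were DMSO negative control for no effect and GSK-3 inhibitor IX positive control for full effect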
#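 Read-out: Nuclear/cytoplasmic beta-catenin signal ratio, % activation | Assay system: Human HeLa cell line | Times: 24 h compound exposure at 37°C, 5% CO2 | Signal: Fluorescence imaging of beta-catenin antibody stain plus DAPI | Dosing: 5 µM primary, 0.02–20 µM confirmation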
# Autophagy HCS = autophagy modulators in MEF cells, primary screen, imaging, high-content, MEF GFP-LC3. MEF GFP-LC3 puncta imaging; test concentration mostly 10 µM. calls only at 10 µM (by protocol). actives 0.98% (n = 190,000). AID 463193, 2010;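 active means percentage of spot-positive cells more than 3 SD above its plate mean, without a fluorescence outlier flag or 80% toxicity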;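 further: spot-positive cell cutoff set from DMSO-treated cells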
# Hep lipid drop = inhibitors of hepatocyte lipid droplet formation, primary screen, imaging, high-throughput imaging, BODIPY stain. AML12 mouse hepatocytes, oleate lipid droplets. inhibition, % at 6.5 µM. actives 0.4% (n = 240,000). AID 1656, 2009;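 active means lipid droplet intensity inhibited by at least 50%, with more than 500 cells counted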
#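 Assay system: AML12 mouse liver cells | Compound: 6.5 µM single-point dosing | Schedule: Overnight exposure | Technique: Fluorescence imaging, 20x objective, two fields per well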
# Salmonella PhoP GFP = inhibitors of PhoP regulon expression, primary screen, Salmonella Typhimurium, GFP reporter (AID 1863) | S. Typhimurium PhoP-regulated promoter GFP reporter, 4 h; higher % means a stronger effect | inhibition, % at 50 µM; hits with a dose series show IC50 in µM | actives 0.16% (n = 300,000);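 active means inhibition over 29.93%, a cutoff 3 SD above the screen mean, later confirmed by dose response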;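 further: 0% = low Mg2+ inducing control and 100% = high Mg2+ repressing control; strong numbers were not always called active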
# T cell modulator = modulators of CD8 T cell-vesicle binding, primary screen, mouse 2C CD8+ T cells, flow cytometry | AID 2052, 2009 | calls only at 7 µM | 2C CD8+ T cell-vesicle binding; hits give low values | actives 0.068% (n = 330,000);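 active means response, share of CD8 T cells binding vesicles, and their 90th percentile fluorescence all below set limits, cut at about 80% in these data, passing the limit was not always enough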
#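 Benchmarks: naked versus QL9-loaded vesicles / Assay system: purified 2C TCR transgenic mouse naive CD8+ T cells / Technique: high-throughput flow cytometry with anti-B7-1 and anti-CD8 staining / Timing: Cell–vesicle co-incubation 1.5 h at 37 °C, staining 20 min on ice / Read-out: percent CD8+ FL2 mean versus row control / Probe or stimulus: QL9-loaded Drosophila micro-vesicles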
# Dynein transport cytoplasmic EGFP = second read-out of Dynein transport, no call of its own (marks repeat the call); z-score; measured here: cytoplasmic GR-EGFP intensity; hits give high values
# Dynein transport nuclear GR-EGFP = further read-out of Dynein transport, marked with its call; z-score; measured here: nuclear GR-EGFP intensity;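 lower value marks the stronger effect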
# Dynein transport cell count = second read-out of Dynein transport, no call of its own (marks repeat the call); z-score; measured here: cell count per field
# Ins promoter up cell count = second read-out of Ins promoter up, no call of its own (marks repeat the call); cell count; measured here: cytotoxicity, nuclei count;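 total cells summed across four imaged fields per well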
# Hep lipid drop cells 6.5 µM = further read-out of Hep lipid drop, marked with its call; cell count; measured here: cell count, cytotoxicity flag;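 cells counted across two imaged fields per well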
# bCat nuc transl cell count 5 µM = further read-out of bCat nuc transl, marked with its call; cell count; measured here: cell count, cytotoxicity flag
# T cell modulator vesicle-bound % = second read-out of T cell modulator, no call of its own (marks repeat the call); double positive events, %; measured here: CD8+ vesicle-bound cell fraction;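 binding gate set so that unloaded-vesicle control wells show 10% double positive cells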
# MT stabilizer Hoechst-high % = second read-out of MT stabilizer, no call of its own (marks repeat the call); % Hoechst-high responders; measured here: nuclear condensation Hoechst responders;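 share of cells brighter than vehicle mean plus two SD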
# MT stabilizer cytotoxicity % = also measured in MT stabilizer; calls as there; toxicity, %; measured here: cytotoxicity by cell density;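 0% = mean cell density of plate MIN control wells and 100% = no cells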
# Autophagy HCS cell loss 18 h = further read-out of Autophagy HCS, marked with its call; toxicity, %; measured here: cell loss, nuclei count;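 cell loss after 18 h compound exposure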
# * = called active by the depositor; i = inactive; . = no result given; & = joins results of further samples.
no.	Compound	Dynein transport	Dynein transport cytoplasmic EGFP	Dynein transport nuclear GR-EGFP	Dynein transport cell count	MT stabilizer	MT stabilizer Hoechst-high %	MT stabilizer cytotoxicity %	CSM14.1 death rescue	Ins promoter up	Ins promoter up cell count	bCat nuc transl	bCat nuc transl cell count 5 µM	Autophagy HCS	Autophagy HCS cell loss 18 h	Hep lipid drop	Hep lipid drop cells 6.5 µM	Salmonella PhoP GFP	T cell modulator	T cell modulator vesicle-bound %
1	O=C(CSc1nnc(-c2ccco2)o1)NC(=O)C1COc2ccccc2O1 (stereo unspecified)	-0.18	-0.12	0.69	-0.12	3.6	2.1	7.2	-1.4%	0.75	1122	-3.7	1156	i	-7	.	.	16%	i	46
2	CCOC(=O)C1(CCc2ccccc2)CCN(C(=O)c2occc2C)CC1	-0.52	-0.27	-0.3	0.5	4.8	2.1	7.4	4.6%	0.46	1545	-5.4	966	i	-17	-8	690	6%	i	51
3	Cc1ccc2oc(C(=O)Nc3nnc(C)s3)c(C)c2c1	-0.058	0.019	0.27	-0.29	0.8	1.1	4.2	-5.2%	.	.	-3.9	1050	i	3	-17	796	17%	i	35
4	S=C(NCCc1ccccc1)N1CCN(Cc2ccc(Cl)c(Cl)c2)CC1	0.17	-0.14	0.24	-1.2	7.5	2.0	8.7	1.0%	-0.25	1505	0.6	1128	i	6	0	646	8%	i	55
5	O=C1NC(=O)C2(COC(c3ccncc3)OC2)S1 (stereo unspecified)	0.4	-0.21	0.65	-0.72	2.0	1.8	4.8	-0.9%	0.23	1268	-0.7	965	i	3	-4	631	-12%	i	56
6	COc1cc(/C=N/NC(=O)C2C3CCCCC32C)cc(Br)c1O (stereo unspecified)	0.33	-0.19	0.38	0.77	2.3	2.6	5.9	0.0%	0.89	1438	-1.0	1052	i	-1	-13	503	-1%	i	40
7	COc1ccc2[nH]c(=O)c(CN(CC3CCCO3)C(=S)Nc3cccc(C)c3)cc2c1 (stereo unspecified)	-0.52	-0.21	-0.14	-0.08	2.7	2.6	9.6	0.4%	1.1	1368	-1.1	1054	i	13	-5	693	-4%	i	24
8	COc1ccc(CCNC(=O)c2ccc(CS(=O)(=O)c3ccc(Cl)cc3)o2)cc1OC	0.4	-0.15	-0.11	0.79	2.6	1.8	1.2	3.7%	.	.	.	.	i	6	.	.	7%	i	2
9	CCOc1ccccc1C(=O)N[C@H](C(=O)Nc1nc2c(s1)CCCC2)C(C)C	-0.07	0.13	0.092	-1.4	14	50	34	-0.9%	-0.16	1252	33	92	i	2	31	734	-5%	i	27
10	CC(=O)OCc1cc(-c2nn(C)c(=O)c3ccccc23)ccc1C	0.8	-0.19	0.3	-0.18	2.4	1.4	0.9	1.5%	0.03	1030	0.0	1559	i	-11	-8	739	6%	i	32
11	Cc1ccccc1OCc1nc(-c2ccc(Br)o2)no1	-0.3	-0.2	0.11	0.22	2.1	6.3	9.6	-1.0%	-0.22	1050	.	.	i	5	.	.	-3%	i	40
12	COc1ccccc1NC(=O)CCc1nc(-c2cccs2)no1	-0.97	-0.21	-0.22	1.1	1.2	1.5	11	0.8%	-1.8	1023	.	.	i	3	-2	755	-4%	i	48
13	CCOC(=O)CSc1nnc(-c2ccoc2C)n1-c1ccc(OCC)cc1	1.1	-0.069	1	-0.79	7.6	2.1	6.2	-1.1%	0.44	1101	-2.3	1173	i	6	.	.	-1%	i	16
14	COc1ccc(CSc2nnc(Cc3sc(-c4ccccc4)nc3-c3ccccc3)o2)cc1	0.46	-0.2	1.1	-0.85	1.6	1.3	7.9	-0.5%	-1.4	1369	-2.9	1039	i	11	.	.	-2%	i	24
15	COc1cccc(OCCSc2nc(N)cc(N)n2)c1	-0.34	-0.28	-0.18	0.61	2.2	1.0	4.1	-1.0%	.	.	.	.	i	6	14	821	13%	i	58
16	CC1=CCC2([N+](=O)[O-])CN(CC(=O)O)CC1([N+](=O)[O-])C2 (stereo unspecified)	-0.24	-0.16	-0.43	-0.15	1.8	1.4	2.0	-3.1%	0.4	1125	2.6	494	i	9	-15	663	17%	i	36
17	Cc1n[nH]c(=O)nc1NCCc1ccccc1	0.1	-0.053	0.23	0.2	2.1	1.5	8.8	0.5%	-1.4	1030	.	.	i	18	.	.	-5%	i	44
18	NC(=S)n1[nH]c(-c2ccc([N+](=O)[O-])cc2)c(N=Nc2cccc(Cl)c2)c1=O	-0.18	-0.33	0.26	-0.37	2.4	2.2	16	-0.4%	-3.2	886	-2.3	686	i	1	-26	646	-5%	.	.
19	CCOC(=O)N1CCC(NS(=O)(=O)c2ccc3c(c2)oc(=O)n3C)CC1	-0.14	0.39	0.66	0.47	7.2	3.3	11	-1.4%	-0.04	933	-3.1	1149	i	-1	.	.	-2%	i	52
20	COCc1cc(C)nc(SCC[N+](C)(C)CC(=O)c2ccc(Br)cc2)c1C#N	-0.13	-0.33	-0.35	0.19	1.7	0.9	1.0	6.7%	0.03	1259	-0.1	1030	i	6	15	756	-1%	i	52
21	Cn1cccc1-c1nc2ccc(NC(=O)c3cccs3)cc2[nH]1	-0.56	-0.19	-0.21	0.13	8.4	17	98	.	0.01	1289	0.2	1048	i	0	43	716	15%	i	24
22	O=S(=O)(Nc1ccccc1O)c1cccc2cccnc12	-1.1	-0.36	-0.54	0.78	3.4	1.7	7.3	0.1%	0.02	1295	-0.3	1138	i	-16	3	736	-6%	i	61
23	CNCCC=C1c2ccccc2CCc2ccccc21	0.28	-0.26	0.58	0.58	2.2	1.0	7.2	0.2%	.	.	.	.	i	38	-6	736	6%&6%	i	22
24	CCC1(c2ccccc2)NC(=S)N(c2ccc(C)cc2)N1 (stereo unspecified)	-1.3	-0.02	-0.76	0.91	4.8	1.8	5.8	-0.9%	.	.	.	.	i	-1	0	747	-7%	i	49
25	NC(=O)c1nsnc1-c1ccccc1O	-0.19	-0.23	0.16	0.86	4.0	2.5	9.9	-2.4%	0.27	1408	-2.1	1093	i	-6	-22	557	14%	i	47

# Next part; it opens with the two that closed the last part.
no.	Compound	Dynein transport	Dynein transport cytoplasmic EGFP	Dynein transport nuclear GR-EGFP	Dynein transport cell count	MT stabilizer	MT stabilizer Hoechst-high %	MT stabilizer cytotoxicity %	CSM14.1 death rescue	Ins promoter up	Ins promoter up cell count	bCat nuc transl	bCat nuc transl cell count 5 µM	Autophagy HCS	Autophagy HCS cell loss 18 h	Hep lipid drop	Hep lipid drop cells 6.5 µM	Salmonella PhoP GFP	T cell modulator	T cell modulator vesicle-bound %
24	CCC1(c2ccccc2)NC(=S)N(c2ccc(C)cc2)N1 (stereo unspecified)	-1.3	-0.02	-0.76	0.91	4.8	1.8	5.8	-0.9%	.	.	.	.	i	-1	0	747	-7%	i	49
25	NC(=O)c1nsnc1-c1ccccc1O	-0.19	-0.23	0.16	0.86	4.0	2.5	9.9	-2.4%	0.27	1408	-2.1	1093	i	-6	-22	557	14%	i	47
26	COCc1nnc(NC(=O)c2ccco2)s1	-0.62	-0.23	-0.49	-0.11	3.5	2.3	3.6	-2.2%	.	.	-0.7	1108	i	8	28	692	-6%	i	30
27	CCCCOC(=O)C(C)Sc1n[nH]c(=O)[nH]c1=O (stereo unspecified)	0.72	-0.15	0.65	-0.77	3.6	2.6	1.8	-9.4%	-0.15	1378	-1.2	1119	i	20	-2	672	-9%	i	59
28	Cc1cc(C)c(NC(=O)CSc2nc3ccc(NC(=O)CSc4nnnn4-c4ccccc4)cc3s2)c(C)c1	-0.29	-0.24	0.74	-0.3	2.0	1.7	2.0	0.6%	-0.23	1111	-0.5	559	i	27	6	777	7%	i	44
29	O=C(CS(=O)c1cccc(C(F)(F)F)c1)Nc1ccc(Cl)cc1Cl (stereo unspecified)	-0.15	-0.2	0.13	-0.36	1.4	1.7	10	-0.8%	0.16	1723	1.5	1119	i	3	-9	612	-4%	i	15
30	COc1ccc(CN2C(=O)CS(=O)CC2=O)cc1OC	-0.43	-0.21	-0.52	-0.011	2.3	1.2	4.1	1.3%	1.2	1861	-0.6	1016	i	-23	-18	593	4%	i	45
31	CC(C)(C)c1cc(NCCCn2ccnc2)n2ncc(-c3ccccc3)c2n1	-0.067	-0.22	-0.05	-0.068	.	.	.	.	-1.3	1228	13	1033	.	.	15	673	-6%	i	20
32	COc1ccccc1N1CCN(C(=O)c2sc3nc(-c4ccccc4)cn3c2C)CC1	-0.046	-0.17	-0.28	1.2	4.1	2.0	7.1	-2.9%	0.12	1774	1.0	952	i	1	4	616	-6%	i	9
33	Cc1cc(C)c2cc(C#N)c(SCC(=O)NCc3ccco3)nc2c1	1.6	-0.22	1.4	-1.1	4.1	2.2	1.4	-0.7%	0.71	1253	12	1140	i	0	2	726	-2%	i	45

# Screening data (PubChem)
